Compound activity as filed in PubChem BioAssay.
ATXN2 expr inh – ATXN2 expression inhibition; HEK-293 ATXN2-luciferase reporter, luminescence, 24 h; Potency, µM (series often up to 57 µM), for inactives: at the top dose activity change, negative = inhibition, hits mostly inhibitors; 360,000 tested, 0.72% active; AID 1745845; note: % is set by controls: 0 for no effect and ±100 for the full control effect; nearly all actives have a fitted effect of over 55% in size
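qHTS (up to 57 uM final) was run with 24 h compound exposure of reporter cells at 37 °C. Each well was multiplexed: SteadyGlo luminescence measured ATXN2-luciferase expression after a fluorogenic Gly-Phe-AFC viability readout (25 uM final).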
Nrf2 inh – Nrf2 pathway inhibition | 360,000 tested, 2.1% active | A549 ARE-Fluc reporter, luciferase luminescence, 18-24 h | Potency, µM (highest dose often 46 µM), for inactives: at the highest dose activity change, negative = inhibition, usual class: inhibitors | AID 504444; note: % is set by controls: 0 for no effect and ±100 for the full control effect; nearly all actives have a fitted effect of over 60% in size
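Concentration-response testing used A549 ARE_Fluc cells at 5000 cells/well. Following an 18-24 h compound incubation, viability was read by fluorescence (Ex 405/Em 525) and luciferase output by luminescence.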
S2 tox – cell viability loss in ATXN counter-screen; S2 cells (HEK-293 line with an ATXN2-luciferase reporter) viability, CellTiter-Fluor protease fluorescence, 24 h; Potency, µM (top dose mostly 56.7 µM), most hits filed as cytotoxic; 400,000 tested, 0.49% active; note: nearly all actives have a fitted effect of over 40% in size
MCF10A rereplic – DNA re-replication induction in MCF 10a cells. MCF 10A DNA re-replication, Hoechst nuclear intensity, 48 h. Potency, µM (top dose mostly 46.1 µM), without a hit: top-dose activity, positive = re-replication, actives largely listed as activators. 350,000 tested, 2.9% active. AID 624296; note: % of control where 0% means no effect; nearly all actives have a fitted effect of over 50% in size
TGFb inhibitor – TGF-b pathway inhibition; HepG2 CAGA-GFP TGF-b/SMAD3 reporter, GFP fluorescence, 18 h; TGF-beta stimulated, 500 pg/mL final; Potency, µM (top dose mostly 46.1 µM), without a hit: at the top dose activity, negative = inhibition, hits mostly inhibitors; 410,000 tested, 1.2% active; AID 588855; note: % is set by controls: 0 for no effect and ±100 for the full control effect; nearly all actives have a fitted effect of over 65% in size
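First, reporter cells (HEPG2 CAGA-GFP) rested 2 h at 37 degrees C. Next, compounds were pinned in and TGF-beta added to 500 pg/mL final. After 18 h, GFP was imaged per cell and summed per well.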
HepG2 viability – counter-screen for TGF-b inhibitors: cytotoxicity in HepG2 cells; Potency, µM (doses to about 46.1 µM), for the others: top-dose activity change, negative = cytotoxicity, actives largely listed as cytotoxic; 410,000 tested, 0.76% active; HepG2 CAGA-GFP viability, ATP luminescence, 18 h; note: some results filed as inactive show a strong effect at the top dose
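HepG2 CAGA-GFP cells (1000/well, DMEM with 1% FBS) received compound, then TGF-beta at 500 pg/mL final, and were incubated 18 hours at 37 degrees C. Viability was read by CellTiter-Glo luminescence. Media-only wells were set as complete cell-killing and DMSO as no toxicity.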
A549 tox – kills or reduces viability of A549 cells in Nrf2 counter-screen | A549 ARE-Fluc cells, CellTiter-Fluor viability, 18-24 h | Potency, µM (titrated, usually from 46 µM), for inactives: at the top dose activity change, negative = cytotoxicity, most hits filed as inhibitors | 390,000 tested, 0.16% active | AID 504648; note: % is set by controls: 0 for no effect and ±100 for the full control effect
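Cytotoxicity counterscreen: CellTiter-Fluor fluorescence was measured in A549 ARE_Fluc cells after 18-24 h of compound exposure in a concentration series. The subsequent BugLite luminescent read reports ARE-luciferase activity.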
Nrf2 activator – activators of Nrf2 (ARE) signaling | AREc32 ARE-luciferase reporter (MCF7-derived line), luminescence, 24 h | Potency, µM (top dose mostly 46.1 µM), inactives show at the highest dose activation, hits mostly activators | 410,000 tested, 0.31% active | AID 624171; note: % of control where 0% means no effect; nearly all actives have a fitted effect of over 65% in size
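Luminescent ARE reporter assay in AREc32_Fluc cells: overnight plating at 37 deg C, 24 hr compound incubation, Steady-Glo added, 30 min RT before reading.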
EPAC2 antag – antagonists of human EPAC2. Q8WZA2. EPAC2 GEF exchange of Rap1B-BODIPY-GDP, fluorescence. Potency, µM (doses to about 114 µM), for inactives: at the top dose activity, negative = inhibition, actives largely listed as inhibitors. 360,000 tested, 0.18% active; note: % is set by controls: 0 for no effect and ±100 for the full control effect; nearly all actives have a fitted effect of over 45% in size; many of its hits are not listed in these tables
Target sequence (Q8WZA2 whole entry, looked up): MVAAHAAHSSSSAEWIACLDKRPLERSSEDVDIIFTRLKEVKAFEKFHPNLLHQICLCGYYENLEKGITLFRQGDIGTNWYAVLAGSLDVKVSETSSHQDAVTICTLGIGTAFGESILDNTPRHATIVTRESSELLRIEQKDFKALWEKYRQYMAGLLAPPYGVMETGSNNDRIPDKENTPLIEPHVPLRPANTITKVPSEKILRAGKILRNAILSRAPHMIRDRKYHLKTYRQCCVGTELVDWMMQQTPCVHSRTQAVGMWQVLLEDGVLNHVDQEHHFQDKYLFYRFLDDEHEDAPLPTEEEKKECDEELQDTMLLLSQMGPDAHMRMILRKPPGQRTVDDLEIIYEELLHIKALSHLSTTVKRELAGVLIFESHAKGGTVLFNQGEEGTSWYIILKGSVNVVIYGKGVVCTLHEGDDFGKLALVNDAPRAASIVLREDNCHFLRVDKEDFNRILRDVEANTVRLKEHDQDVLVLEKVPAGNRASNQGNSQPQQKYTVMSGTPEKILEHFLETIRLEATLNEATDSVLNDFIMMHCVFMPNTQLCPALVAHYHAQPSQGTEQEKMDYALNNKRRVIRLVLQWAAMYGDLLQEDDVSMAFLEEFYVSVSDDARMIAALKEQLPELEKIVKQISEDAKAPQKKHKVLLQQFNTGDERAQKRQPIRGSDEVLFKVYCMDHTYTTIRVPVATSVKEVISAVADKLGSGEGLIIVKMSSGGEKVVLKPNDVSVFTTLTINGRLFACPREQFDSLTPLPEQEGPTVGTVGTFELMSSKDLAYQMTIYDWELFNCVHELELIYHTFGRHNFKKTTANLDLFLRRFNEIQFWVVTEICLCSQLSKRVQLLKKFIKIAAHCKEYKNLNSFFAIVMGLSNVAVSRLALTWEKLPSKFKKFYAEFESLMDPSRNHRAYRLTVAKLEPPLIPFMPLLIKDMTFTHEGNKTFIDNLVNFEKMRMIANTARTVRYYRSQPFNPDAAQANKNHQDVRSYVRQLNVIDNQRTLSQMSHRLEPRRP
* hit, by the source's call; [ ] = dose if it differs, or a comment. Calls come from the whole dose curve; as a rule, active = well fitted curve in the direction sought with a large enough effect; inconclusive = small, poorly fitted or top-dose-only effect, or another doubt; inactive = no such curve, though single readings can be large; an effect the other way counts as inactive or inconclusive. Potency is the fitted concentration of half-maximal effect. Not all compounds are listed (hit frequency here may not be typical).

Results for CN(c1cccc(NC(=O)CN(c2ccc(C34CC5CC(CC(C5)C3)C4)cc2)S(C)(=O)=O)c1)S(C)(=O)=O ?
ATXN2 expr inh: inconclusive; Nrf2 inh: 7.31µM*; S2 tox: inconclusive; MCF10A rereplic: 5.2%; TGFb inhibitor: 11.2µM*; HepG2 viability: -30.7%; A549 tox: inconclusive; Nrf2 activator: 2.2%; EPAC2 antag: -11.2%

What do the screens show for `COc1ccc(C2CC(c3ccccc3)=NN2C(=O)COC(=O)/C=C/c2ccc(O)c(OC)c2)cc1` (configuration not stated)?
Nrf2 inh: inconclusive; S2 tox: inactive; MCF10A rereplic: -1.5%; TGFb inhibitor: -12.4%; HepG2 viability: 14.2%; A549 tox: -21.8%; Nrf2 activator: 1.8%; EPAC2 antag: -0.4%

How did COc1ccc(S(=O)(=O)N2CCOC23CCN(S(C)(=O)=O)CC3)cc1 do in these assays?
ATXN2 expr inh: 2.9%; Nrf2 inh: 2.2%; S2 tox: inactive; MCF10A rereplic: 14.0%; TGFb inhibitor: -11.6%; HepG2 viability: -13.7%; A549 tox: 5.9%; Nrf2 activator: 0.0%; EPAC2 antag: 3.0%

How did COc1cccc(C(=O)NC(Cc2ccccc2)c2ccc3c(c2)OCCCO3)c1 (configuration not stated) do in these assays?
ATXN2 expr inh: -4.3%; S2 tox: inactive; MCF10A rereplic: -0.8%; TGFb inhibitor: 15.6%; HepG2 viability: -16.4%; A549 tox: -2.2%; Nrf2 activator: -0.2%; EPAC2 antag: -6.4%

Results for O=C(COC(=O)C1CC(O)CN1C(=O)Oc1ccccc1)c1ccc(Br)cc1 (configuration not stated) ?
ATXN2 expr inh: 2.2%; Nrf2 inh: -0.5%; S2 tox: inactive; MCF10A rereplic: 5.4%; TGFb inhibitor: 5.9%; HepG2 viability: 9.5%; A549 tox: 13.9%; Nrf2 activator: -0.4%; EPAC2 antag: 0.8%

Results for OC[C@@H]1CN(CCN2CCOCC2)C[C@H](n2cnc3c(NC4CC4)ncnc32)O1 ?
ATXN2 expr inh: -1.9%; S2 tox: inactive; TGFb inhibitor: 9.8%; HepG2 viability: -30.5%; Nrf2 activator: 0.0%[9.22 µM]; EPAC2 antag: 11.3%

Results for CC(C)CNS(=O)(=O)c1ccc(CCC(=O)NCC2CCCO2)cc1 (configuration not stated) ?
ATXN2 expr inh: 4.8%; Nrf2 inh: 22.6%; S2 tox: inactive; MCF10A rereplic: -2.4%; TGFb inhibitor: -32.5%; HepG2 viability: -0.8%; A549 tox: 3.6%; Nrf2 activator: -1.1%; EPAC2 antag: 9.1%

What do the screens show for `CSc1nc(/C=C2\C=Nc3ccccc32)c(O)n1C`?
ATXN2 expr inh: 47.8%[activator]; Nrf2 inh: inconclusive; S2 tox: inactive; MCF10A rereplic: 5.4%; TGFb inhibitor: -28.2%; HepG2 viability: 0.8%; A549 tox: -6.3%; Nrf2 activator: inconclusive; EPAC2 antag: -0.1%

Results for Cc1sc2nc(C)n(/N=C/c3ccc(O)cc3)c(=O)c2c1C ?
Nrf2 inh: inconclusive; MCF10A rereplic: 1.4%; TGFb inhibitor: -0.2%; HepG2 viability: -3.2%; A549 tox: -1.1%; Nrf2 activator: 0.2%; EPAC2 antag: -19.4%

How did CCOc1ccc(C(=O)NNC(=O)CCNC(=O)c2ccco2)cc1OC do in these assays?
ATXN2 expr inh: 1.9%; Nrf2 inh: -5.4%; S2 tox: inactive; MCF10A rereplic: -5.6%; TGFb inhibitor: 12.0%; HepG2 viability: -1.5%; A549 tox: -1.1%; Nrf2 activator: 0.2%; EPAC2 antag: 4.5%

How did CCSc1nnc(NC(=O)C2CC(=O)N(Cc3ccccc3)C2)s1 (configuration not stated) do in these assays?
ATXN2 expr inh: 13.7%; Nrf2 inh: -18.5%; S2 tox: inactive; MCF10A rereplic: 2.2%; TGFb inhibitor: 3.6%; HepG2 viability: 1.2%; A549 tox: -5.5%; Nrf2 activator: -0.1%; EPAC2 antag: 12.0%

How did Fc1cccc(Cc2c(-c3cccc(Br)c3)nc3ccc(Br)cn23)c1 do in these assays?
ATXN2 expr inh: 18.3%; S2 tox: inconclusive; TGFb inhibitor: inconclusive; HepG2 viability: -26.5%; Nrf2 activator: 26.4%; EPAC2 antag: -22.7%

How did CCOC(=O)N1CCN(Cc2nnc(-c3cccc(Br)c3)o2)CC1 do in these assays?
ATXN2 expr inh: -12.3%; Nrf2 inh: -27.4%; S2 tox: inactive; MCF10A rereplic: -11.7%; TGFb inhibitor: 2.0%; HepG2 viability: -9.5%; A549 tox: -2.0%; Nrf2 activator: 2.7%; EPAC2 antag: 0.5%

What do the screens show for `CCOC(=O)N1CCN(Cc2nc3cc([N+](=O)[O-])ccc3n2C(C)C)CC1`?
ATXN2 expr inh: -14.9%; Nrf2 inh: -25.5%; S2 tox: inactive; TGFb inhibitor: -5.5%; HepG2 viability: -4.5%; A549 tox: -2.5%; Nrf2 activator: -0.1%

What do the screens show for `CC(C)(C)OC(=O)C[C@@H]1C/C=C\C[C@@H](CC(=O)N(CCO)Cc2ccccc2)C(=O)N2CCC[C@@H]2COC1=O`?
ATXN2 expr inh: 2.8%; Nrf2 inh: 7.9%; S2 tox: inactive; MCF10A rereplic: -10.7%; TGFb inhibitor: -3.6%; HepG2 viability: -1.5%; A549 tox: -2.4%; Nrf2 activator: -0.8%; EPAC2 antag: 7.9%

How did CCOc1cc(-c2cn(S(=O)(=O)c3cccc4nsnc34)nc2N)cc(OCC)c1OCC do in these assays?
ATXN2 expr inh: 7.3%; S2 tox: inactive; MCF10A rereplic: -2.9%; TGFb inhibitor: -9.5%; HepG2 viability: -18.5%; A549 tox: 12.9%; Nrf2 activator: -0.5%; EPAC2 antag: -2.8%

What do the screens show for `Cc1occc1C(=O)N/N=C/c1cccnc1`?
ATXN2 expr inh: 21.4%; Nrf2 inh: 11.7%; S2 tox: inactive; MCF10A rereplic: inconclusive; TGFb inhibitor: -1.9%; HepG2 viability: -18.3%; A549 tox: 1.2%; Nrf2 activator: 0.2%; EPAC2 antag: -3.7%

Results for COc1ccc(Cc2c(-c3cccc(Cl)c3)nc3ccc(C)cn23)c(C)c1 ?
ATXN2 expr inh: 9.3%; S2 tox: inconclusive; TGFb inhibitor: inconclusive; HepG2 viability: -44.6%; Nrf2 activator: 7.9%; EPAC2 antag: -15.3%

Results for CCOC(=O)C1=C(CNC2CCCCC2)NC(=O)NC1c1cc(C)ccc1C (configuration not stated) ?
ATXN2 expr inh: inconclusive; S2 tox: inactive; MCF10A rereplic: 13.7%; TGFb inhibitor: 6.3%; HepG2 viability: 1.9%; A549 tox: -13.7%; Nrf2 activator: -0.7%; EPAC2 antag: -6.4%

How did CCNC(=O)C1(C)CCN(C(=O)c2ccc(C(=O)OC)cc2)C1 (configuration not stated) do in these assays?
ATXN2 expr inh: 12.5%; S2 tox: inactive; TGFb inhibitor: 22.6%; HepG2 viability: 1.3%; Nrf2 activator: -0.4%[9.22 µM]; EPAC2 antag: inconclusive

What do the screens show for `O=S(=O)(Nc1cccc(-n2cnnn2)c1)c1cccc(Cl)c1`?
ATXN2 expr inh: -13.0%; Nrf2 inh: -8.9%; S2 tox: inactive; MCF10A rereplic: 1.4%; TGFb inhibitor: -5.6%; HepG2 viability: -9.2%; A549 tox: 0.9%; Nrf2 activator: 7.7%; EPAC2 antag: -1.7%

What do the screens show for `CCOc1cccc(C2C=C(c3ccc4c(c3)OCO4)NC(c3ccccc3Cl)N2)c1O` (configuration not stated)?
Nrf2 inh: 15.0%; TGFb inhibitor: inconclusive; HepG2 viability: -26.9%; A549 tox: -0.4%

Results for CN(CC(=O)Nc1c(Cl)cccc1Cl)C(=O)CNC(=O)c1ccc2ccccc2c1 ?
ATXN2 expr inh: 5.4%; Nrf2 inh: inconclusive; S2 tox: inactive; MCF10A rereplic: 4.3%; TGFb inhibitor: 0.0%; HepG2 viability: -4.5%; A549 tox: -3.7%; Nrf2 activator: -0.1%; EPAC2 antag: -7.0%

How did O=C1Nc2ccccc2C12OCC(COc1ccc(Cl)cc1)O2 (configuration not stated) do in these assays?
ATXN2 expr inh: -3.8%; Nrf2 inh: inconclusive; S2 tox: inactive; MCF10A rereplic: 15.4%; TGFb inhibitor: -10.7%; HepG2 viability: -24.0%; A549 tox: -7.4%; Nrf2 activator: 0.5%; EPAC2 antag: -1.9%

Results for O=C(CN1CCc2ccccc2C1)Nc1cc(S(=O)(=O)N2CCOCC2)ccc1N1CCCC1 ?
ATXN2 expr inh: 9.2%; Nrf2 inh: -1.2%; S2 tox: inactive; MCF10A rereplic: 10.0%; TGFb inhibitor: 4.4%; HepG2 viability: -5.3%; A549 tox: -0.1%; Nrf2 activator: 0.3%; EPAC2 antag: -8.2%

What do the screens show for `Cc1ccc(OCC(=O)NCc2ccco2)c([N+](=O)[O-])n1`?
ATXN2 expr inh: -6.0%; Nrf2 inh: 2.5%; S2 tox: inactive; MCF10A rereplic: 2.3%; TGFb inhibitor: 2.3%; HepG2 viability: 3.3%; A549 tox: 0.6%; Nrf2 activator: 2.4%; EPAC2 antag: 12.8%

What do the screens show for `COc1cc(/C=C/C(=O)OCC(=O)N2CC3(C)CC2CC(C)(C)C3)ccc1O` (configuration not stated)?
ATXN2 expr inh: 5.5%; Nrf2 inh: 2.4%; S2 tox: inactive; MCF10A rereplic: inconclusive; TGFb inhibitor: 0.8%; HepG2 viability: -17.6%; A549 tox: 1.0%; Nrf2 activator: 0.4%; EPAC2 antag: -5.3%

Of the compounds above, these have a nitro group on carbon.
What do the screens show for `CCOC(=O)N1CCN(Cc2nc3cc([N+](=O)[O-])ccc3n2C(C)C)CC1`?
ATXN2 expr inh: -14.9%; Nrf2 inh: -25.5%; S2 tox: inactive; TGFb inhibitor: -5.5%; HepG2 viability: -4.5%; A549 tox: -2.5%; Nrf2 activator: -0.1%

What do the screens show for `Cc1ccc(OCC(=O)NCc2ccco2)c([N+](=O)[O-])n1`?
ATXN2 expr inh: -6.0%; Nrf2 inh: 2.5%; S2 tox: inactive; MCF10A rereplic: 2.3%; TGFb inhibitor: 2.3%; HepG2 viability: 3.3%; A549 tox: 0.6%; Nrf2 activator: 2.4%; EPAC2 antag: 12.8%
